OXTR potentiator – human OXTR potentiators, primary screen, fluorescence, CHO-OTR cells, Fluo-8 calcium. Fluo-8 calcium fluorescence, potentiator mode; 0% = oxytocin EC15, 100% = EC100. activation, % at 3 µM. hit rate 0.061% among 320,000. AID 2445, 2010;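 active = activation above that plate's cutoff, the mean activation of tested compounds plus 3 SD, cut at about 6.6% in these data, passing the limit was not always enough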;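 also: 100% uses oxytocin at 75 nM as the full agonist control; some results filed as inactive read as strong as hits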
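test system = CHO-OTR cells, human receptor | compound = single-point 3.0 µM | schedule = 6 min compound pre-incubation at room temperature, 100 s kinetic read | signal = Fluo-8 no-wash calcium dye fluorescence, excitation 470-495 nm, emission 515-575 nm | repeats = single well per compound, singlicate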
V1aR counter – agonists of human V1a receptor, primary screen, counter-screen for OXTR agonist project, fluorescence, CHO-V1R cells; Fluo-8 calcium fluorescence, agonist mode; 0% DMSO, 100% 3 nM vasopressin; activation, % at 3 µM; hit rate 0.25% among 320,000;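 active = activation above the mean activation of all tested compounds plus 3 SD, per screening run, cut at about 20% in these data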;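 also: signal is peak over basal fluorescence ratio across a 100 second FLIPR read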
Target sequence (P37288 whole entry, looked up): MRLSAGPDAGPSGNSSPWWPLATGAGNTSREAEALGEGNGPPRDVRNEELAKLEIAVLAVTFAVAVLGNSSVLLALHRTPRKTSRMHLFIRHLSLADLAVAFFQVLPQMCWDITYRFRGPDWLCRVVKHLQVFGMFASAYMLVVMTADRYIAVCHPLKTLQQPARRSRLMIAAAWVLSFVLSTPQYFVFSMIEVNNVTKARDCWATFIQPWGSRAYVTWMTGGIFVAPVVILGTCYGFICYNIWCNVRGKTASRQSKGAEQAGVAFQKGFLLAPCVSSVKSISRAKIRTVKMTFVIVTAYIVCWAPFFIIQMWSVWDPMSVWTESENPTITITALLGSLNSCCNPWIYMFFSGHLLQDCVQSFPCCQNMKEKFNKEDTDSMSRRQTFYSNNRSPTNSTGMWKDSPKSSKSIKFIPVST
OXTR agonist – human OXTR agonists, primary screen, fluorescence, CHO-OTR cells, Fluo-8 calcium. Fluo-8 calcium fluorescence; normalized: DMSO 0%, oxytocin 100%. activation, % at 3 µM. Oxytocin receptor (Homo sapiens), P30559. hit rate 0.32% among 320,000;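 active = activation above the mean of all tested compounds plus 3 SD, cutoff set per screening run, cut at about 20% in these data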;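 also: peak over basal fluorescence ratio from a 100 s FLIPR kinetic read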
CHO parental Ca – ATP-evoked calcium signal inhibitors, parental CHO, primary screen, counter-screen for OX1R antagonist project, cell-based, fluorescence, Fluo-8 calcium dye | hit rate 0.63% among 330,000 | inhibition, % at 5.6 µM | parental CHO-K1, ATP-induced calcium, Fluo-8 fluorescence;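 active = inhibition above that plate's mean sample inhibition plus 3 SD, cut at about 26% in these data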;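 also: 0% = ATP-challenged DMSO wells and 100% = DMSO wells without ATP; some compounds past the cut are filed as inactive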
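Material: Parental CHO cells | Reagent: ATP | Compound dosing: Single nominal dose of 5.6 µM per compound | Detection: Intracellular calcium via Fluo-8 no-wash fluorescent dye | Read-out: % inhibition of ATP-induced calcium mobilization | Benchmarks: Low control ATP plus DMSO, high control DMSO only | Replicates: Singlicate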
M1 ag parental – counter-screen for M1 agonists: effect in parental CHO-K1 cells. activation, % at 3 µM. hit rate 0.48% among 360,000. Fluo-8 calcium fluorescence; scaled to maximal ATP response, vehicle zero. AID 602248, 2012; in the data active = activation above about 15%;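 also: untransfected CHO-K1 host cells lacking M1 receptor as counterscreen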
CHO-K1 Ca antag – counter-screen for M1 antagonists: effect in parental CHO-K1 cells; hit rate 0.6% among 360,000; inhibition, % at 3 µM; ATP-induced calcium, Fluo-8 fluorescence;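 active = inhibition above a per-plate cutoff, the plate's mean sample inhibition plus 3 SD, cut at about 24% in these data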;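 also: 0% = DMSO plus EC80 ATP and 100% = DMSO alone without ATP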
M1 PAM parental – nonselective calcium activators in parental CHO-K1 cells, primary screen, counter-screen for M1 PAM project, cell-based, Fluo-8 calcium fluorescence, full deck, 1536-well; ATP EC20; 0% at ATP EC20, 100% at ATP max; activation, % at 3 µM; hit rate 0.02% among 360,000; AID 602247, 2012;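 active = activation above the run cutoff, the mean activation of all test compounds plus 3 SD, cut at about 40% in these data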;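 also: peak over basal fluorescence ratio in a 140 s read after ATP addition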
GPR7 antagonist – GPR7 receptor antagonists, primary screen, cell-based, fluorescence, single concentration; Neuropeptides B/W receptor type 1 (Homo sapiens), P48145; hit rate 1.1% among 290,000; GPR7-expressing cells, fluorescence antagonist assay; inhibition, % at 4.4 µM; in the data active = inhibition above about 16%, passing the limit was not always enough;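 also: cells stimulated with the agonist NPW; 0% = agonist with vehicle and 100% = vehicle without agonist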
Target sequence (P48145 whole entry, looked up): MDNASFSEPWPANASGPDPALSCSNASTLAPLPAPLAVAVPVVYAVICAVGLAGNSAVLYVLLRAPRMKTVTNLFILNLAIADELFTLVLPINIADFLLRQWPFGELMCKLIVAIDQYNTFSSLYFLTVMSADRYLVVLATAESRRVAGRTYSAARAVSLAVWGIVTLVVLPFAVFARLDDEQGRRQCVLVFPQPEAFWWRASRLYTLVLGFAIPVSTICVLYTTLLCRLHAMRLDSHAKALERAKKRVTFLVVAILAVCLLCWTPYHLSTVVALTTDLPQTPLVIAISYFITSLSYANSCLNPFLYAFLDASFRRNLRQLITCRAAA
TAAR1 antag – human TAAR1 antagonists, primary screen, Fluo-8 calcium fluorescence, CHO RD-HGA16 cells; Trace amine-associated receptor 1 (Homo sapiens), Q96RJ0; antagonist; inhibition, % at 3 µM; hit rate 1.5% among 360,000; AID 624466, 2012;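 active = inhibition above a per-plate cutoff, the mean inhibition of test compounds on that plate plus 3 SD, cut at about 49% in these data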;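 also: 0% = DMSO plus EC80 beta-PEA response and 100% = DMSO alone without agonist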
Target sequence (Q96RJ0 whole entry, looked up): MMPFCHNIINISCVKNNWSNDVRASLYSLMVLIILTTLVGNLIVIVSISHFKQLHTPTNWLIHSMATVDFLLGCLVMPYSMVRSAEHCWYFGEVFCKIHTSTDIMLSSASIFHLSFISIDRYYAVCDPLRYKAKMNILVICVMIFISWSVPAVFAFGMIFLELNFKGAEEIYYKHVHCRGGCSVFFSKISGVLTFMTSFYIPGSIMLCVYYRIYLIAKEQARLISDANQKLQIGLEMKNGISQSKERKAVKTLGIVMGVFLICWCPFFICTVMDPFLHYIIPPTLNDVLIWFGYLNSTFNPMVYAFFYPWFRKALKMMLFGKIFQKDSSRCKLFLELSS
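Test system – hTAAR1-expressing CHO RD-HGA16 cells, Gα16-coupled · Reagent – β-PEA at EC80 concentration, post-compound challenge · Compound dosing – 3 µM, single point · Timing – 140 s kinetic read after compound, 140 s after agonist · Detection – Fluo-8 intracellular calcium dye fluorescence, real-time kinetic reads · Control set – DMSO and EC80 PEA controls · Repeats – n of 1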
An asterisk follows results filed as active; nt = not tested or not shown.

SMILES	OXTR potentiator	V1aR counter	OXTR agonist	CHO parental Ca	M1 ag parental	CHO-K1 Ca antag	M1 PAM parental	GPR7 antagonist	TAAR1 antag
Cc1cc(O)c(-c2cc(C(=O)Nc3sc4c(c3C(=O)NCc3ccco3)CCC4)[nH]n2)cc1C	-7	-0.9	0.6	11	0.3	-9	13	-10	-30
O=C(c1cccc(NS(=O)(=O)c2ccccc2)c1)N1CCCC1	0	2.4	-1.2	-10	1.1	-4	11	-8	-5
CCOC(=O)N/N=C\c1ccc(OC/C=C/c2ccccc2)c(OC)c1	-4	-0.8	-1.6	-24	0.8	-12	9	-23	17
CCOC(=O)c1ccc(N2C(=O)C(CC(=O)NC)N(CCc3ccc(OC)c(OC)c3)C2=S)cc1 (stereo unspecified)	-21	0.9	0.8	0	6.9	-9	7	-11	-5
CC(=O)c1cc(-c2ccccc2)n(CC(=O)NCc2cccs2)c1C	0	-1.4	-2.4	-24	2.2	-12	15	12	6
Cc1ccccc1CN1[C@@H](Cc2ccccc2)COCCS1(=O)=O	-6	-1.7	-2.2	-20	0.1	-13	15	nt	0
C[C@H](NC(=O)c1nc[nH]c1C(=O)NCC(=O)OC(C)(C)C)C(=O)OCc1ccccc1	-12	0.5	2.6	-4	7.0	0	-3	-11	61*
O=C1NC(=O)c2c(NC(=O)C3CCCO3)cccc21 (stereo unspecified)	-5	0.6	-1.1	-11	-0.4	-5	3	-9	-8
COc1nc(NCCN2CCOCC2)nc(Nc2ccccc2)n1	-15	0.3	-0.7	-14	5.6	-2	23	-12	-6
COc1ccc(NC(=O)CSc2nnc(Cn3c(=O)sc4ccccc43)n2C)cc1	-6	-1.0	-0.9	-11	0.1	-5	9	-2	3

Molecules from the list above that have a thiophene ring, fused or not (two):
SMILES	OXTR potentiator	V1aR counter	OXTR agonist	CHO parental Ca	M1 ag parental	CHO-K1 Ca antag	M1 PAM parental	GPR7 antagonist	TAAR1 antag
Cc1cc(O)c(-c2cc(C(=O)Nc3sc4c(c3C(=O)NCc3ccco3)CCC4)[nH]n2)cc1C	-7	-0.9	0.6	11	0.3	-9	13	-10	-30
CC(=O)c1cc(-c2ccccc2)n(CC(=O)NCc2cccs2)c1C	0	-1.4	-2.4	-24	2.2	-12	15	12	6

(more compounds)
SMILES	OXTR potentiator	V1aR counter	OXTR agonist	CHO parental Ca	M1 ag parental	CHO-K1 Ca antag	M1 PAM parental	GPR7 antagonist	TAAR1 antag
N#Cc1c(N)nc(SCc2ccccc2)c(C#N)c1-c1ccco1	-1	1.0	0.3	-18	1.2	-11	2	-4	-7
O=C(COc1ncnc2ccc(Br)cc12)NCc1ccc2c(c1)OCO2	-3	1.0	-0.3	1	5.1	4	3	-3	48
CC(=Nc1ccccc1C)C1=C(O)CSC1=O	-1	0.8	0.0	-3	-0.4	0	-13	-1	-7
O=C(CSc1nnc(-c2ccccc2)n1-c1ccc(Cl)cc1)N/N=C/c1ccccc1C(=O)O	-2	0.5	1.1	3	0.3	6	-11	-2	-20
Cc1cc(C)n2nc(C(=O)N/N=C/c3cn(C)nc3C)nc2n1	-11	6.5	0.9	-5	0.7	-6	3	-11	-15
COc1ccc(C(=O)Nc2ccc(N3CCOCC3)cc2)cc1OC	0	0.5	-0.3	-3	0.7	17	-10	-13	-1
O=C(COC(=O)COc1ccccc1)Nc1ccc(OC(F)(F)F)cc1	3	0.8	-1.5	2	0.1	3	-1	0	12
CCC(C)(C)c1ccc(OCCN2C(=O)NC(C)(C)C2=O)cc1	0	10	1.7	-11	0.2	14	-4	-3	-6
COCCNc1nc2c(-c3cccc(C(F)(F)F)c3)nnn2c2ccccc12	-3	0.4	0.3	7	0.9	-17	-17	8	-3
COc1ccc(S(=O)(=O)N2CCN(c3nn(C)c(=O)n(C)c3=O)CC2)cc1	1	0.6	1.7	-9	1.2	5	2	nt	0
COc1ccc(NC(=O)c2cc3sccc3n2Cc2ccc(F)cc2)cc1OC	-5	-0.9	-1.6	-10	0.4	6	-16	-16	30
Cc1cc([N+](=O)[O-])nn1CC(=O)NCCCN1CCOCC1	-5	0.8	0.6	-9	0.9	-16	16	10	0
O=C(COc1ccccc1)Nc1ccc(N2CCN(C(=O)c3ccco3)CC2)cc1	-7	7.0	8.5	-4	2.3	-7	9	2	-18
COc1ccc(NC2CCCN(Cc3cccc4cnccc34)C2)cc1 (stereo unspecified)	0	2.2	-0.2	-10	1.5	-14	11	-10	7
CN(CC(=O)NCc1ccccn1)S(=O)(=O)c1ccc2ccccc2c1	-3	-0.3	-0.7	-6	0.3	-11	18	-6	-11
COc1ccc(-n2c(Cn3nnc4ccccc43)n[nH]c2=S)cc1	0	1.3	-0.1	-4	0.1	0	2	2	4
C=CCNC(=O)O/N=C/c1csc([N+](=O)[O-])c1	3	0.2	0.4	-12	1.3	-14	21	-1	-1
COc1ccc(-c2sc3ccccc3c2-c2ccc(OC)cc2F)cc1	nt	nt	nt	nt	0.9	6	-12	nt	4
CCCSc1nc(C)c(-c2csc(C(C#N)=C3CCCC3)n2)cc1C#N	6	-0.3	0.1	-10	3.4	-5	16	-8	-2
Cc1ccc(-c2ccc(=O)n(Cc3ccc(F)cc3)n2)cc1	-16	22*	4.6	3	7.9	0	-9	11	5
Cc1ccnc(NC(=O)CCC(=O)N(CC(=O)NC(C)(C)C)c2ccc(F)c(Cl)c2)c1	-6	0.2	-0.5	-9	1.0	-8	6	-6	21
O=C(COc1ccc2c(-c3ccccc3)cc(=O)oc2c1)N[C@@H](Cc1c[nH]c2ccc(O)cc12)C(=O)O	0	0.1	0.6	-15	-0.1	-11	8	-3	-9
O=C(Nc1cccc(Cl)c1)Nc1csc([N+](=O)[O-])c1	-8	7.8	17	62*	16*	20	-6	14	28
CCN1CCN(S(=O)(=O)c2ccc(Cl)c(C(=O)N(C)Cc3ccco3)c2)CC1	nt	nt	nt	nt	1.5	-3	15	nt	-11
CCCc1ccccc1OCCNC(=O)c1cc(=O)n(C)c(=O)n1C	-7	2.5	3.5	-12	0.9	-5	7	-8	-24
CN(CC(=O)Nc1cccc(F)c1)C(=O)c1ccc2c(c1)OCCO2	-7	0.2	0.2	-14	1.5	4	-10	nt	-25
COc1ccccc1CNC(=O)c1csc(Cc2ccc(Cl)cc2)n1	-9	1.8	1.6	-30	0.6	-4	18	29*	50*
CCN(CC)c1ccc(C(NC(C)=O)NC(C)=O)cc1	-10	0.7	-0.2	-13	0.1	-4	7	3	3
c1ccc(-c2csc(NNC3=NCCCCC3)n2)cc1	-10	0.9	-0.2	-19	0.3	-7	11	9	0
O=C(NNc1ccc(F)cc1)c1c(F)cccc1Cl	-4	0.4	-0.3	-19	-0.3	9	-10	-11	6
COc1ccc(NC(=O)c2ccc(-n3c(C)ccc3C)cc2)c(OC)c1	-8	0.6	-0.6	-11	0.9	-9	15	13	2
O=C1C(Cl)=C(Nc2cccc(O)c2)C(=O)N1Cc1ccccc1	-14	1.1	0.2	-14	1.3	5	-10	6	16
CCCCNC(=O)N(O)C1N(/N=C/c2ccc(N(C)C)cc2)C(=S)SC1(C)C (stereo unspecified)	-16	-1.2	-1.3	-8	9.6	1	-1	8	-9
Cc1cc(C)nc(SCNC(=O)c2ccccc2)n1	1	4.8	0.2	2	-0.1	-17	13	-3	-16
CCOc1ccc(N(C)C(=O)CCc2nnc3ccc(N4CCOCC4)nn23)cc1	0	0.5	0.9	-9	-0.3	3	-10	-8	-5
Cc1cc(NNC(=O)Nc2cccc(Cl)c2)nc2c1c(C)nn2C	-12	13	15	23	nt	nt	nt	-5	nt
Cc1cc2nc(-c3ccccc3)c(Cc3cccc(F)c3)n2c(C)c1Br	nt	nt	nt	nt	0.6	4	16	nt	12
c1ccc(CN2CCC(Nc3ncnc4sccc34)CC2)cc1	-7	8.7	6.3	-4	0.1	23	-24	-12	-6
Cc1nc([N+](=O)[O-])c(Br)n1CC(=O)c1ccc(Cl)cc1	-8	4.8	5.6	-8	1.3	-6	4	-1	-20
CCn1c(=O)c(C(=O)NCCN2CCCCC2)c(O)c2ccccc21	-5	0.1	-0.7	-12	0.1	-2	2	-6	13
C=CCCN(Cc1ccccc1)S(=O)(=O)c1ccccc1Br	-16	0.1	-2.1	-14	-0.1	-14	15	nt	35
CCC1(c2ccccc2)NC(=O)N(CC(=O)NNC(=O)c2ccoc2C)C1=O (stereo unspecified)	-5	-0.4	0.3	10	2.0	3	4	nt	-3
O=C(CN1C(=O)C2C3C=CC(C3)C2C1=O)Nc1ccc(S(=O)(=O)Nc2nccs2)cc1 (stereo unspecified)	-4	1.2	-0.1	0	0.1	2	-4	-12	-24
COc1ccc(N2C(=O)CSC23CCC(C(C)(C)C)CC3)cc1 (stereo unspecified)	-2	-0.8	-0.3	2	0.1	-18	12	9	9
CCOc1ccccc1NC(=S)N1CCN(c2ccccc2)CC1	3	0.8	-0.9	-2	-0.3	-3	-8	35	-12
Cc1nc(-c2noc(-c3ccccc3Cl)n2)c(C(F)(F)F)o1	-8	-0.3	-2.4	-6	0.8	-15	22	-5	-25
CCOc1ccc2nc(-c3ccc(OC)c(OC)c3)cc(C(=O)O)c2c1	-12	0.7	0.2	20	0.0	-6	2	-11	-8
CCOC(=O)C[n+]1c(C)ccc2c1CCC2	0	-0.2	0.9	-1	0.3	-4	16	-10	1
Cc1ccc(-c2nc(N)sc2CC(=O)OCC(=O)N2C(C)CCCC2C)cc1 (stereo unspecified)	9	0.7	-1.1	-22	0.4	-1	8	-7	-13
Cc1cccc(CSc2nnnn2-c2ccccc2)c1	-21	-1.4	-2.1	-17	-0.5	6	-6	-4	38
Other records.
SMILES	OXTR potentiator	V1aR counter	OXTR agonist	CHO parental Ca	M1 ag parental	CHO-K1 Ca antag	M1 PAM parental	GPR7 antagonist	TAAR1 antag
COc1ccc([C@@H]2C[C@H]3CN(Cc4ccccc4OC)C(=O)[C@]34CCCN24)cc1C	-11	0.2	0.3	-20	0.6	-2	6	-5	12
O=C(NS(=O)(=O)c1ccc(Cl)s1)c1ccccc1	-10	-0.2	-0.1	-1	-0.3	15	-29	-17	-2
COc1ccc(NC(=O)CN(C)C(=O)c2cc3c(s2)CCC3)cc1	1	1.1	-2.2	-6	-0.2	6	11	nt	nt
CC(=O)c1ccc(NC(=O)c2cccc(NC(=O)c3ccccc3)c2)cc1	-13	5.0	3.0	5	6.5	0	7	-8	50*

Compound activity deposited in PubChem by The Scripps Research Institute Molecular Screening Center.
